Source: PubChem BioAssay (National Center for Advancing Translational Sciences (NCATS))
KAT2A inh: blocks human GCN5L2 histone acetyltransferase; 0.21% of 390,000 active; Potency, µM (doses to about 58.9 µM), without a hit: top-dose activity change, negative = inhibition, actives largely listed as inhibitors; AID 504327; Q92830; GCN5L2 HAT assay, ThioGlo1 CoA-SH fluorescence
Target sequence (Q92830 whole entry, looked up): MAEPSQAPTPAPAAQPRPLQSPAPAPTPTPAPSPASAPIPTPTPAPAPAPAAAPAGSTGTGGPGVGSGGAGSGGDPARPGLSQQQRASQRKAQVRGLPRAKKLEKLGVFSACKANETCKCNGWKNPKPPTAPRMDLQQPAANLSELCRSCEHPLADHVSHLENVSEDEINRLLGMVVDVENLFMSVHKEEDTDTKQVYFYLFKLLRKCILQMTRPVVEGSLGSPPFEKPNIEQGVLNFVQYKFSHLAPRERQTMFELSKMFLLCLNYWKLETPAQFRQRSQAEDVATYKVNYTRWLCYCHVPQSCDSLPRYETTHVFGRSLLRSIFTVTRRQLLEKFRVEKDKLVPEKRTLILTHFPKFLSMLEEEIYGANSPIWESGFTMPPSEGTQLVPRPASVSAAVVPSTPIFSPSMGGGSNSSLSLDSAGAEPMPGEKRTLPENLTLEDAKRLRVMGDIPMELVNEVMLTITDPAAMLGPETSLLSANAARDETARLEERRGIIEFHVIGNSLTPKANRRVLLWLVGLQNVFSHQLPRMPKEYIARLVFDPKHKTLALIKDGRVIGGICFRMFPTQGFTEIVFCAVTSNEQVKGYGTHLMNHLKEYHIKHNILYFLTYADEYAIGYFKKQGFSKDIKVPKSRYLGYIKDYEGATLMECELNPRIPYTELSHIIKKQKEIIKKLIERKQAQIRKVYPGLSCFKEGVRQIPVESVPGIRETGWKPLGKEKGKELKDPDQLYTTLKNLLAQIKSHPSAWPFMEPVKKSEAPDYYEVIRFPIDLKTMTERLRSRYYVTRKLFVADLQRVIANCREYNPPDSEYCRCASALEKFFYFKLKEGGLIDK
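GCN5L2 (20nM final) in 50mM HEPES, 0.1mM EDTA pH 7.5, 0.01% Tween-20 was preincubated 15 min at room temperature with compound, then given ThioGlo1 (50uM), H3(1-25) peptide (75uM) and acetyl-CoA (70uM); CoA-thiol fluorescence (Ex340/Em540) was read at 0 and 20 min.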
DT40 TDP1 no CPT: qHTS for Inhibitors of human tyrosyl-DNA phosphodiesterase 1 (TDP1): qHTS in cells in absence of CPT | AID 686978, 2013 | 15% of 420,000 active | Potency, µM (series often up to 46.2 µM), for inactives: at the highest dose activity change, negative = growth inhibition, most hits filed as inhibitors | DT40 Tdp1-/- hTDP1 cells, no CPT, ATP luminescence, 48 h; also: nearly all actives have a fitted effect of over 55% in size
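Camptothecin absent (DMSO only). Human TDP1-complemented DT40 knockout cells, 400 cells/well, 37 °C for minimum 48 hr; ATP measured via CellTiter-Glo, 30 min dark incubation, luminescence.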
TDP1 cell CPT: DT40-hTDP1 cell growth loss with CPT. chicken DT40 Tdp1-/-;hTDP1 cells + 20 nM CPT, ATP luminescence, 48 h. Potency, µM (series often up to 46.2 µM), inactives show top-dose activity change, negative = growth inhibition, actives largely listed as inhibitors. 12% of 420,000 active. AID 686979; also: nearly all actives have a fitted effect of over 55% in size
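Chicken DT40 Tdp1-/- cells stably complemented with human TDP1 were seeded at 400 cells/well in medium containing 20 nM camptothecin, exposed to pin-transferred compounds, and grown at 37 °C for at least 48 hr. Viability was read as ATP luminescence.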
* = called active by the depositor; ? = inconclusive; nt = no result given; & = joins results of further samples; [ ] = another dose, or the depositor's remark. Calls follow the shape of the dose curve; as a rule, active = well fitted curve in the direction sought with a large enough effect; inconclusive = small, poorly fitted or top-dose-only effect, or another doubt; inactive = no such curve, though single readings can be large; an effect the other way counts as inactive or inconclusive. % is scaled to controls: 0 for no effect and ±100 for the full control effect; potency is read from the fitted curve at half-maximal effect. Some of the compounds tested. The share of hits here may be higher or lower than overall.

SMILES	KAT2A inh	DT40 TDP1 no CPT	TDP1 cell CPT
COc1cccc(CNC(=O)CCC2CCCN(C(=O)c3ccc(OC)c(F)c3)C2)c1 (stereo unspecified)	1.3%	-17.8%	-6.2%
Cc1nnc(SCC2=C(C(=O)O)N3C(=O)C(NC(=O)c4cc(F)c(F)cc4Cl)C3SC2)s1 (stereo unspecified)	-1.3%	0.4%	7.2%
CC(C)C(=O)N1CCCC1(C)C(=O)Nc1ccc(-n2cncn2)cc1 (stereo unspecified)	nt	6.6%	3.7%
COc1ccc(-c2coc3cc(O)ccc3c2=O)cc1O	2.0%	-0.3%	13.4%
Cc1cc(C)c2cc(C#N)c(N3CCCN(S(=O)(=O)c4ccccc4)CC3)nc2c1	nt	?	-6.9%
CC(=O)Nc1ccc(OCCOCCOc2ccc(NC(C)=O)cc2)cc1	-8.7%	2.0%	18.6%
Cc1ccc2c(c1)c1c(c(=O)n(Cc3ccccc3)c(=O)n1Cc1cccc(F)c1)n2C	-6.0%	?	?
Cc1cc(=O)oc(C)c1C(=O)NCc1ccccn1	-10.5%	5.3%	8.2%
CCOC(=O)c1csc(NC(=O)c2cc3ccccc3o2)n1	-1.2%	-19.9%	-0.4%
COc1ccc(NC(=O)CN2CCCN(Cc3ccc(Cl)cc3)S2(=O)=O)cc1Cl	-15.0%	10.3µM*	11.6µM*
Cc1cc(C(=O)Nn2c(C)nc3ccccc3c2=O)ccc1[N+](=O)[O-]	-2.5%	4.4%	22.6%
COc1ccc(CCNS(=O)(=O)c2ccc([N+](=O)[O-])cc2)cc1OC	-0.4%	-27.8%	-1.8%
CCn1c(=O)cc(SCC(=O)N2CCCCC2)c2ccccc21	-7.7%	?	-24.1%
CC1CCc2c(sc(NC(=O)Cc3ccccc3)c2C(=O)Nc2ccc(Cl)cc2)C1 (stereo unspecified)	-3.3%	?	14.6µM*
N#Cc1nc(-c2ccco2)oc1NCc1cccnc1	-3.3%	-4.7%	-0.3%
O=C(CSc1nc2c([nH]c3ccccc32)c(=O)n1-c1ccc(Cl)cc1)c1ccccc1	-13.7%	?	?
O=S(=O)(O)c1cc(N=C=S)ccc1/C=C/c1ccc(N=C=S)cc1S(=O)(=O)O	-2.4%	-21.8%	-23.3%
COc1ccccc1NC(=O)Nc1ccnn1C1CCN(C(=O)c2cccnc2)CC1	-9.3%	-6.2%	-2.4%
O=C(Cn1ncc2c([nH]c3ccccc32)c1=O)Nc1ccc(F)cc1F	-0.5%	?	-9.0%
Cc1ccc(NC(=O)C2SC(=Nc3ccccc3)C(C(=O)Nc3ccc(Cl)cc3)=C2N)cc1 (stereo unspecified)	-21.3%	18.4µM*	6.51µM*
O=C(O)c1cn(-c2ccc(N3CCCC3)c(F)c2)c2c(F)c(F)c(F)cc2c1=O	-10.3%	?	?
COc1ccc(CNc2nc(NCc3ccc(OC)cc3)n(C(=O)c3ccncc3)n2)cc1	-25.1%	9.6%	7.4%
Cc1ccc(CNC(=O)COC(=O)CSc2ccc(Br)cc2C)cc1	-3.4%	2.2%	-22.9%
CN1CCc2[nH]c3ccc(C(=O)NN)cc3c2C1	-1.6%	11.8%	4.6%
CC(C)CCN1CCN(Cc2ccc(Oc3ncccn3)cc2)CC1CCO (stereo unspecified)	7.1%	-21.2%	-1.9%
Cc1ccccc1Cn1nnc2c1C(=O)c1ccccc1C2=O	nt	6.51µM*	8.2µM*
O=C(O)/C(=C\c1ccccc1OC(F)F)c1ccc(-c2ccccc2)cc1	-8.6%	-1.6%	13.6%
O=C(c1ccc(COCC(F)(F)F)cc1)N1CCN(c2ccccn2)CC1	0.2%	-15.5%	0.4%
OCC1(CCOc2ccccc2)CCN(Cc2cn[nH]c2-c2ccccc2)CC1	6.9%	2.3%	-27.5%
COc1ccc(C(=O)NCc2ccc(C)cc2)cc1S(=O)(=O)N1CCCc2ccccc21	0.0%	?	?
CCOc1ccccc1CNc1nc2nc3c(c(=O)n2[nH]1)CCC3	-12.3%	-4.9%	4.8%
CC(Oc1ccccc1)C(=O)Nc1nnc(S(=O)(=O)N2CCCCCC2)s1 (stereo unspecified)	-2.4%&-16.5%	?	?
O=C(c1ccc(C(=O)N2CCOCC2)s1)N1CCOCC1	-5.1%	-5.9%	4.5%
NC(=O)c1ccsc1NC(=O)COC(=O)c1ccc(Cl)nc1	2.4%	-16.6%	-3.0%
O=C(NCc1ccc(F)cc1)c1ccc2c(=O)n3c(nc2c1)CCCCC3	-14.6%	-19.0%	-17.5%
O=C1CSC(=S)N1c1ccc(Cl)c(Cl)c1	-11.0%	-2.3%	-13.3%
CC12CCC(C(=O)NC(c3ccccc3)c3ccccc3)(OC1=O)C2(C)C (stereo unspecified)	-3.4%	-23.7%	-22.3%
COc1ccc(C(=O)c2c(N)c(C(=O)Nc3ccccc3Cl)c3ccccn23)cc1	-3.1%	-6.5%	-14.9%
CN(C1CCCCC1)S(=O)(=O)c1cn(C)c(=O)n(C)c1=O	0.6%	-11.8%	-13.9%
CCCCN(CC)CCNC(=O)C1CCN(c2nnc(C)c3c(C)n(-c4ccc(C)cc4)nc23)CC1	-1.9%	20.6µM*	?
CCCOc1ccc(C(=O)Nc2ccc(Cl)c(-c3nc4ncccc4o3)c2)cc1	3.7%	10.3µM*	23.1µM*
CC(C)C1C(=O)N(Cc2cn(CCC3OCCO3)nn2)CCS(=O)(=O)N1Cc1ccc(-c2cccc(CO)c2)cc1 (stereo unspecified)	nt	23.1µM*	?
CC(C)N1CCN(CCCc2ccccc2)CC1CCO (stereo unspecified)	-2.4%	9.2%	3.3%
CCCCOc1ccc(C(=O)OCC(=O)c2c(N)n(C)c(=O)n(C)c2=O)cc1	-2.8%	-12.9%	-18.5%
O=C(NCc1ccccc1)C(C(=O)c1ccc(F)cc1)n1ccccc1=O (stereo unspecified)	-5.6%	-20.6%	?
Cc1ccc(NC(=S)NCc2ccc(S(N)(=O)=O)cc2)cc1Cl	-4.0%	?	?
COc1ccc(C(=O)Cc2cc(OC)c(OC)cc2[N+](=O)[O-])cc1	0.9%	-19.8%	-22.7%
O=Cc1cn(CCC(=O)O)nc1-c1cc2ccccc2o1	-12.9%	-19.9%	2.7%
COc1ccccc1NS(=O)(=O)c1cc(C(=O)N2CC(C)CC(C)C2)ccc1C (stereo unspecified)	-2.1%	20.6µM*	?
CC1=C(C)CC(C(=O)NC(C)CCc2ccccc2)C(C(=O)O)C1 (stereo unspecified)	0.4%	-0.3%	16.8%
Cc1cc(C(=O)COC(=O)C2CCN(C(=O)c3ccc(Cl)cc3)CC2)c(C)n1CC1CCCO1 (stereo unspecified)	-3.8%	?	?
Cc1ccc(C(=O)CCC(=O)NCc2ccc(Cl)cc2)cc1	-5.3%	-6.3%	-10.3%
CCOC(=O)C1(CCOc2ccccc2)CCN(Cc2ccc(F)c(OC)c2)CC1	-2.2%	6.51µM*	?
O=C(/C=C/c1ccc2c(c1)OCO2)NCCCN1CCOCC1	-1.3%	-21.3%	-8.7%
COc1ccc(OC)c(Cc2nnc(CCC(=O)NCc3ccc(C)s3)o2)c1	1.9%	12.5%	-3.4%
Clc1cccc(Cl)c1C[n+]1ccc2ccccc2c1	-20.5%	1.46µM*	1.64µM*
COc1ccc(CC(=O)NCC2CCCN(Cc3ccc(F)c(OC)c3)C2)cc1 (stereo unspecified)	-1.3%	6.4%	-11.6%
OC(COC(c1ccccc1)c1ccccc1)CN1CCCCC1 (stereo unspecified)	-1.5%	-16.6%	-3.2%
CC1=C(C(=O)N2CCOCC2)CC(CC(=O)NC2CCCCC2)C(=O)N1CCCN1CCCC1=O (stereo unspecified)	nt	-14.6%	-12.1%
COc1ccc(Br)cc1Cn1nnc(C(=O)Nc2cccc(SC)c2)c1N	-7.1%	23.1µM*	16.4µM*

The list goes on:
SMILES	KAT2A inh	DT40 TDP1 no CPT	TDP1 cell CPT
O=C(CNC(=O)C1CCCCC1)Nc1ccccc1	-5.7%	0.2%	-8.2%
Cc1ccc(S(=O)(=O)N2[C@H](c3cccc(Cl)c3)CC(=O)[C@@H]3CN(S(=O)(=O)c4ccccc4C)[C@H](c4ccc(Cl)cc4)C[C@@H]32)cc1	nt	-9.9%	-12.0%
O=C(CCNC(=O)c1ccco1)NC(Cc1c[nH]c2ccccc12)C(=O)O (stereo unspecified)	-0.6%	0.6%	2.6%
Cc1nc(CSc2ccc(Cl)cc2)cs1	4.6%	-19.6%	31.3%[activator]
CC(C)(CNC(=O)c1cccc(S(=O)(=O)N2CCCCC2)c1)N1CCOCC1	nt	-4.3%	-4.3%
COc1ccc(C2C(C#N)=C(N)Nc3nc4ccccc4n32)cc1 (stereo unspecified)	-3.1%	-27.4%	-18.8%
COc1ccc(NC(=O)CN(c2ccc(Cl)cc2)S(C)(=O)=O)cc1OC	-2.0%	-3.8%	-24.3%
CC(=O)N/C(=C\c1ccccc1)C(=O)OCC(=O)c1ccccc1	2.8%	-0.9%	3.9%
O=C(COC(=O)c1c(F)cccc1F)Nc1ccc2[nH]c(=O)[nH]c2c1	18.8%	-17.4%	7.1%
CCOC(=O)Cn1c(=O)sc2ccccc21	-6.8%	-27.0%	-2.1%
Cc1ccc(NC(=O)C2CCC2)cc1S(=O)(=O)N1CCCCCC1	-8.7%	25.9µM*	?
Cn1c(/N=C/c2c(O)ccc3ccccc23)nc2ccccc21	-7.4%	5.8µM*	3.26µM*
N#Cc1ccc(OCC(=O)NC(=O)NC2CCS(=O)(=O)C2)cc1 (stereo unspecified)	-2.6%	-2.0%	-2.0%
CC(=O)N(Cc1ccccc1)C(CC(=O)NCc1ccccc1)C(=O)O (stereo unspecified)	nt	-19.8%	-3.3%
Cc1ccc(NC(=O)CC2S/C(=N/N=C/C=C/c3ccccc3)NC2=O)cc1Cl (stereo unspecified)	-1.0%	-5.3%	4.7%

Sorted by length of the SMILES (lowest first): part of the list above.
SMILES	KAT2A inh	DT40 TDP1 no CPT	TDP1 cell CPT
COc1ccc(C2C(C#N)=C(N)Nc3nc4ccccc4n32)cc1 (stereo unspecified)	-3.1%	-27.4%	-18.8%
N#Cc1ccc(OCC(=O)NC(=O)NC2CCS(=O)(=O)C2)cc1 (stereo unspecified)	-2.6%	-2.0%	-2.0%
COc1ccc(NC(=O)CN(c2ccc(Cl)cc2)S(C)(=O)=O)cc1OC	-2.0%	-3.8%	-24.3%

Other records:
SMILES	KAT2A inh	DT40 TDP1 no CPT	TDP1 cell CPT
Cc1cc(C)cc(Cn2cc(CN3CC(N(C)C)CS3(=O)=O)nn2)c1 (stereo unspecified)	nt	-12.8%	2.1%
CC(C)c1cccc(-c2csc(C(C)(O)c3ccc(F)c(F)c3)n2)c1 (stereo unspecified)	nt	?	?
O=C(CSc1nnc(SCc2ccccc2)s1)N/N=C/c1c(Cl)cccc1Cl	1.7%	?	?
COc1ccc(OC)c(CNC(=O)CCCn2nc(C)c3c(C)n(-c4ccc(C)cc4)nc3c2=O)c1	0.1%	20.6µM*	23.1µM*
CCOC(=O)c1c(C)[nH]c(CCC(=O)NCc2cccc(C)c2)c1C	9.3%	16.4µM*	?
CC1CCN(c2nc3c(c(=O)[nH]c(=O)n3C)n2CCSc2ncccn2)CC1	nt	?	-23.8%
O=C(Cc1ccccc1)Nc1nc2ccc(Cl)cc2c2nc(-c3ccco3)nn12	6.1%&-30.0%	-27.3%&-11.0%	-4.8%&-9.3%
N#Cc1c(N)n(-c2ccc(C(=O)O)cc2)c2nc3ccccc3nc12	?	-3.9%	-6.7%
CC(C)CC(C(=O)NC(C)(C)C)N(Cc1ccccc1Cl)C(=O)c1snc(C(N)=O)c1N (stereo unspecified)	-19.9%	?	?
CC(C)(C)c1[nH]nc2c1C(c1ccncc1)C(C#N)=C(N)O2 (stereo unspecified)	-2.5%	3.3%	13.6%
Nc1c(NCc2ccccc2F)c(=O)[nH]c(=O)n1Cc1ccccc1	-0.6%	-8.7%	1.2%

Quoted at random: seven entries already listed.
SMILES	KAT2A inh	DT40 TDP1 no CPT	TDP1 cell CPT
Nc1c(NCc2ccccc2F)c(=O)[nH]c(=O)n1Cc1ccccc1	-0.6%	-8.7%	1.2%
O=C(CSc1nnc(SCc2ccccc2)s1)N/N=C/c1c(Cl)cccc1Cl	1.7%	?	?
CCOC(=O)c1c(C)[nH]c(CCC(=O)NCc2cccc(C)c2)c1C	9.3%	16.4µM*	?
CC(C)c1cccc(-c2csc(C(C)(O)c3ccc(F)c(F)c3)n2)c1 (stereo unspecified)	nt	?	?
COc1ccc(OC)c(CNC(=O)CCCn2nc(C)c3c(C)n(-c4ccc(C)cc4)nc3c2=O)c1	0.1%	20.6µM*	23.1µM*
O=C(Cc1ccccc1)Nc1nc2ccc(Cl)cc2c2nc(-c3ccco3)nn12	6.1%&-30.0%	-27.3%&-11.0%	-4.8%&-9.3%
Cc1cc(C)cc(Cn2cc(CN3CC(N(C)C)CS3(=O)=O)nn2)c1 (stereo unspecified)	nt	-12.8%	2.1%
